# Screening results: PubChem, National Center for Advancing Translational Sciences (NCATS)
# Mito fusion act: blocks mitochondrial division or promotes mitochondrial fusion | AID 485298 | 320,000 compounds, 0.23% hits | Potency, µM (titrated, usually from 46.1 µM), without a hit: at the top dose growth rescue (activation), hits mostly activators | S. cerevisiae fusion-defective mutant growth rescue, CellTiterGlo 48 h;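 also: potency is read from the fitted curve at half-maximal effect; % of control where 0% means no effect; nearly all actives have a fitted effect of over 45% in size; temperature-sensitive fusion mutants such as fzo1-1 at 37 °C on non-fermentable ethanol glycerol medium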
#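 Luminescent cell viability in 1536-well qHTS format served as the measure of rescued growth in ts fusion-mutant S. cerevisiae cultured on non-fermentable YPEG for 48 hours at 37C.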
# TCR act: activators of T cell receptors | primary human leukocytes, anti-CD3, IL-2 HTRF, 48 h | Potency, µM (titrated, usually from 9.22 µM), inactives show at the top dose activation of IL-2 secretion, actives largely listed as activators | 330,000 tested, under 10 active; also: % of control where 0% means no effect
#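 Using a-CD3 beads without co-stimulation, primary human leukocytes were exposed to compounds for 48 hr. An HTRF IL-2 kit measured the cytokine, with europium-to-d2 energy transfer producing emission at 665nm upon 320nm excitation.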
# A-T KAP1 phos: potential ataxia-telangiectasia treatment; […] A-T fibroblasts, KAP-1 phosphorylation AlphaLISA; neocarzinostatin DNA damage 30 min before lysis; Potency, µM (series often up to 57.5 µM), for inactives: top-dose activation, actives largely listed as activators; 320,000 compounds, 0.19% hits; also: potency is read from the fitted curve at half-maximal effect; % of control where 0% means no effect; nearly all actives have a fitted effect of over 45% in size
#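 hTERT-immortalized A-T patient fibroblasts ([…]), 500 cells/well in OPTI-MEM, 1% FBS, got compounds for 60 min, then NCS for 30 min at 37C. Lysates were then assayed for phospho-KAP-1 by AlphaLISA (anti-pKAP1 donor, anti-KAP1 acceptor beads), 6 hr at 25C.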
# hERG WT inh: blocks the wildtype human KCNH2 potassium channel; Q12809; U2OS, BacMam KCNH2, thallium flux FluxOr; hits give low values; activity change, % at 1.84 µM; 340,000 compounds, 0.37% hits; AID 720551;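 active = maximum activity change below -70%; inconclusive = maximum activity change between -70% and -50%; inactive = maximum activity change above -50%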; also: % is scaled to controls: 0 for no effect and ±100 for the full control effect
#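 U2OS cells transduced with wild-type KCNH2 virus are loaded with FluxOr dye for 45 min, and thallium flux is measured in kinetic reads before and after stimulation buffer. Rate constants are normalized to DMSO controls.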
# TRPV1 agonist: human TRPV1 agonism | TRPV1-expressing cells, Fluo-8 calcium influx, agonist mode | activation, % at 8.33 µM | 320,000 compounds, 0.19% hits | AID 540275; in the data active = activation above about 80%; inconclusive = between about 30% and that limit; also: 0% is about no effect
#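 Fluo-8 calcium influx in TRPV1-expressing cells, kinetic read (ex 480/em 520 nm). Compound added and read 3 min for agonist activity, followed by capsaicin at EC20 final and 2 min further read for enhancement.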
# Eya2 inh: inhibitors of human Eya2 phosphatase activity; O00167; recombinant Eya2, OMFP fluorescence dephosphorylation (OMFP is methylfluorescein phosphate); Potency, µM (highest dose often 76.9 µM), without a hit: top-dose activity, negative = inhibition, actives largely listed as inhibitors; 330,000 compounds, 0.006% hits; also: potency is read from the fitted curve at half-maximal effect; % is scaled to controls: 0 for no effect and ±100 for the full control effect
# Target sequence (O00167 whole entry, looked up): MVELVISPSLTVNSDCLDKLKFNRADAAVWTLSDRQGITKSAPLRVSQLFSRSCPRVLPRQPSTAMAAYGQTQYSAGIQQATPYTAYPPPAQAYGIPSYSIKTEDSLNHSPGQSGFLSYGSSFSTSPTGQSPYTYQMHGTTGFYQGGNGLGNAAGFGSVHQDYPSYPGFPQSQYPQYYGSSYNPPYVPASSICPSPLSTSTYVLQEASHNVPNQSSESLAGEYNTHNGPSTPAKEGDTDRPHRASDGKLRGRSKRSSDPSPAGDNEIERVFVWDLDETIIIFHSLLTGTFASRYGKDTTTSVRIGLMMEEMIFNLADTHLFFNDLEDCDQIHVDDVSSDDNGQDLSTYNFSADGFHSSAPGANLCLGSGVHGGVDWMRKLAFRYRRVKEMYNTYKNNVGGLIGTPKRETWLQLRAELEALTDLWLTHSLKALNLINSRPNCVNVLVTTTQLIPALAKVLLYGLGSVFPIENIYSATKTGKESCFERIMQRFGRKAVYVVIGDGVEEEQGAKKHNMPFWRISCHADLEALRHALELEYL
#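 Eya2 protein (added as 0.2 uM solution) was preincubated with compound for 10 min at ambient temperature in 50 mM HEPES pH 7.5, 50 mM NaCl, 5 uM MgCl2, 0.05% BSA, 1 mM DTT. OMFP (added at 50 uM) then reacted 10 min; fluorescence read at 485/525 nm.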
# ELG1 repair inh: blocks ELG1-dependent DNA repair in HEK293T cells. HEK293T ELG1-luciferase reporter, luminescence, 16 h; DNA damage induced by 5-fluorouridine. Potency, µM (doses to about 46.1 µM), without a hit: at the highest dose activity change, negative = inhibition, actives largely listed as inhibitors. 330,000 compounds, 2.3% hits; also: potency is read from the fitted curve at half-maximal effect; % is scaled to controls: 0 for no effect and ±100 for the full control effect; nearly all actives have a fitted effect of over 55% in size
#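 Luminescence from the luciferase reporter, measured 30 min after ONE-Glo reagent at room temperature, was the read-out. Beforehand, 2,000 cells per well were exposed for 16 hr at 37 °C to 5-fluorouridine together with compound or vehicle.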
# TSHR antag: blocks TSH signaling through the human TSH receptor | P16473 | TSHR-expressing cells, TSH-stimulated cAMP HTRF, 2 h; hits give low values | activity change, negative = inhibition, % at 11.5 µM | 330,000 compounds, 0.2% hits | AID 504810;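 active = activity change below a set negative limit, meaning inhibition stronger than a set level, cut at about -70% in these data; inconclusive = activity change between two set negative limits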; also: % is scaled to controls: 0 for no effect and ±100 for the full control effect
#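 Read-out is FRET at 665 nm (cryptate excitation 337 nm) from a cryptate-tagged anti-cAMP antibody, competed by cell cAMP against cAMP-d2. Compounds are tested on freshly harvested TSHR cells challenged with 4nM TSH (EC80) for 2 hours at 37 deg C.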
# KCNH2 3.1 inh: blocks the human KCNH2 3.1 channel isoform | 340,000 compounds, 0.95% hits | activity change, % (tested at about 1.8 µM) | U2OS KCNH2 3.1, thallium flux FluxOr; hits give low values;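 active = maximum activity change below -70%; inconclusive = maximum activity change from -70% to -50%; inactive = maximum activity change above -50%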;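 also: thallium influx rate constant from kinetic fluorescence after stimulation buffer; % is scaled to controls: 0 for no effect and ±100 for the full control effect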
#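 Kinetic fluorescence (2 min after stimulation buffer) measures Tl+ influx through KCNH2 3.1 expressed by viral transduction in U2OS cells; the rate constant is normalized against DMSO controls serving as positive and negative references.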
# USP2a inh: USP2a (human) protease inhibition; USP2 core, Ub-CHOP2 coupled fluorogenic reporter, 485/531; 330,000 compounds, 0.01% hits; Potency, µM (series often up to 38.3 µM), without a hit: at the highest dose activity change, negative = inhibition, usual class: inhibitors;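 also: potency is read from the fitted curve at half-maximal effect; plate controls were DMSO wells for no effect and full inhibition by NEM control for full effect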
# Target sequence (O75604 whole entry, looked up): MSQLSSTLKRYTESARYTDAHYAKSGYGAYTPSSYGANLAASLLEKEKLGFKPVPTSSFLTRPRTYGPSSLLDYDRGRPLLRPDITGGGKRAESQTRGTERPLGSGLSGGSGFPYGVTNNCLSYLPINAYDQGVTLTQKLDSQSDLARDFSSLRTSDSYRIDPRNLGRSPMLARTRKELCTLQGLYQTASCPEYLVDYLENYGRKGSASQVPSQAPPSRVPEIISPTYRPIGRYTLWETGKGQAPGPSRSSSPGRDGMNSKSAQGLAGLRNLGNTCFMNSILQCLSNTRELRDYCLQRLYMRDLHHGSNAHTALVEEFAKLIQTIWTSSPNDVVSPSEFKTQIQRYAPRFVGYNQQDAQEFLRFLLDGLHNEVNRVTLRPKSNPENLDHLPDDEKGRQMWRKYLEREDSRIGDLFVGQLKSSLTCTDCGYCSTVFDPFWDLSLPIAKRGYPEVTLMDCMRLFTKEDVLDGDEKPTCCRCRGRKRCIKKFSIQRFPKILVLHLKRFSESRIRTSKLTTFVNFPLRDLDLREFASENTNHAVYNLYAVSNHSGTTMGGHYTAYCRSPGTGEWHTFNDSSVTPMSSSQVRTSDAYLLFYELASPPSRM
#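 USP2 core (10nM final) preincubated 30min RT with compound in 20mM Tris-HCl pH 8.0, 2mM CaCl2, 2mM beta-mercaptoethanol, 0.05% CHAPS; 25nM Ub-CHOP2 plus 25nM reporter substrate added, fluorescence (Ex485/Em531) read after 60min.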
# * = called active by the depositor; ? = inconclusive; . = no result given; & = joins results of further samples; [ ] = dose if it differs, or a comment. Unless noted, calls follow the shape of the dose curve; as a rule, active = well fitted curve in the direction sought with a large enough effect; inconclusive = small, poorly fitted or top-dose-only effect, or another doubt; inactive = no such curve, though single readings can be large; an effect the other way counts as inactive or inconclusive. The list is partial, so the mix of outcomes need not match the whole.
compound	Mito fusion act	TCR act	A-T KAP1 phos	hERG WT inh	TRPV1 agonist	Eya2 inh	ELG1 repair inh	TSHR antag	KCNH2 3.1 inh	USP2a inh
CCOC(=O)c1sc(C)c(C(N)=O)c1NC1=NCCCCC1	4%	0%	25%	-1	0	11%	3%	-2	34	?
Cc1ccc2[nH]c3c(c2c1)CCCC3=O	2%	-6%	-4%	3	4	21%	?	16	-5	-1%
Cc1cccc([C@@H]2[C@@H]3C(=O)N(Cc4ccccc4)C(=O)[C@@H]3[C@]3(C)C(=O)N(c4ccc(C(F)(F)F)cc4)C(=O)N23)c1	2%	-4%	0%	-10	4	4%	?	-16	?	2%
COc1ccc(CNc2ncnc3sccc23)cc1OC	-1%	-6%	-9%	1	3	10%	?	-10	2	3%
CCC1SC2=NC(C)=C(C(=O)OCCOC)C(/C=C/c3ccccc3OC)N2C1=O (centres undefined)	7%	-1%	0%	-3	1	-5%	?	-5	-14	-12%
C=CCSc1nncn1/N=C/c1ccc(OC)cc1	-3%	0%	-3%	1	0	8%	?	-5	-7	-1%
CC(=O)Nc1ccc(NC(=O)c2cccc(S(=O)(=O)N3CCCCCC3)c2)cc1	.	-15%	6%	5	.	3%	30%	-1	8	4%
COc1cccc(-c2csc(/C(C#N)=C/Nc3cc4oc5ccccc5c4cc3OC)n2)c1	2%	-12%	-2%	0	-5	28%	?	-7	-9	25%
CCn1cc(C(=O)O)c(=O)c2cnc(N3CCN(C(=O)Nc4cccc5ccccc45)CC3)nc21	1%	.	1%	.	1	-5%	-4%	8	.	9%
CCOC(=O)Cn1nnnc1CN(Cc1ccc(OC)cc1)Cc1cc2cc(C)cc(C)c2[nH]c1=O	-1%	-8%	1%	4	-1	-20%	1%	8	19	0%
Cc1cc(C)cc(-n2ccnc2SCC(=O)c2c(N)n(C3CC3)c(=O)[nH]c2=O)c1	-6%	1%	-13%	2	0	10%	-4%	-24	14	0%
C/C(=N\NC(=O)c1cc(C)oc1C)c1ccc(N2CCOCC2)cc1	-8%	0%	4%	8	1	9%	?	-2	-16	-3%
COc1ccc(Cl)cc1NC(=O)CN(C)C(=O)Cc1ccc2c(c1)CCC2	1%	2%	2%	1	14	-10%	-11%	3	-5	-1%
COc1ccc(/C=N/NC(=O)CSc2nnc(C)n2-c2ccccc2)c(OC)c1OC	-4%	0%	1%	-7	3	-1%	?	1	-4	3%
COC(=O)CCC(=O)Nc1ccc(NC(C)=O)cc1	-2%	-2%	4%	3	2	5%	0%	1	-12	-5%
Fc1ccccc1-c1n[nH]c(=S)n1/N=C/c1c[nH]c2ccccc12	3%	-7%	-6%	-2	-5	-1%	-4%	-22	-1	-1%
Cc1ccc(NC(=O)c2ncc(Cl)c(Cl)c2Cl)cc1C	-3%	-3%	-1%	-43	29	9%	?	-9	-4	1%
CN1CCC(=NNc2ncnc3sc4c(c23)CCCC4)CC1	-2%	-3%[46.1 µM]	0%	5	1	2%	?	1	0	0%
O=C(O)CCCNC(=O)Cc1ccccc1	1%	4%	?	?	1	7%	0%	4	-1	-1%
O=C(CSc1nnc(CNC(=O)c2c(F)cccc2F)o1)NCc1ccco1	0%	2%	-5%	-1	-4	3%	6%	4	-10	1%
CC(=O)c1cc2c(=O)c3cc(C)ccc3oc2nc1C	8%	1%	7%	-1	-1	2%	?	-8	16	2%
COc1ccc(NS(=O)(=O)c2ccc3c(c2)CCC(=O)N3)cc1O	-4%	-5%	0%	0	2	11%	11%	11	-5	0%
Cc1cc(C)nc(NC(=O)c2cc(-c3ccc(C)s3)nc3ccccc23)c1	24%	0%[46.1 µM]	18%	-1	3	3%	?	-11	-7	2%
O=C(O)c1c(Cl)nc2ccccn12	-8%	-9%	4%	.	1	0%	-9%	-2	12	0%
CCn1c(SCC(=O)C(C)(C)C)nnc1-c1ccccn1	-7%	-6%	-3%	34	3	3%	?	5	3	0%
C=C(C)CN(CC)C(=O)CSc1nc(O)cc(=O)n1C1CCCC1	-8%	18%	7%	-13	-1	-9%	4%	-8	-3	-1%
CC(=O)C(N=Nc1ccccc1)(Sc1nnc(-c2ccccc2)n1-c1ccccc1)C(C)=O	17%	5%	-3%	-9	?	3%	-14%	0	-4	4%
CC(=O)c1ccc(-n2c(=O)[nH]c(=O)c3c(N)c(C(=O)c4ccc(Cl)cc4)sc32)cc1	10%	-1%	3%	-3	-5	0%	?	-9	-6	10%
Cc1cc(N2CCOCC2)nc(N2CCOCC2)n1	1%&2%	-2%	-1%&-4%	-5	2&-1	-4%&1%	9%&-11%	-4&5	-21	7%&3%
CCC(c1nnnn1C1CCCC1)N1CCN(c2ccccc2)CC1 (centres undefined)	8%	6%	4%	3	6	-19%	-1%	-6	-4	0%
COc1ccccc1C(=O)NC(=O)COC(=O)c1cccc(C)c1O	-5%	6%	15%	-8	-1	-18%	2%	-7	-2	2%
CCOC(=O)COc1ccc2c(C)cc(=O)oc2c1C(=O)c1ccccc1	-3%	5%	-6%	-1	2	4%	8%	-3	-6	0%
COc1ccc(C(=O)Nc2cc(=O)n(C)c(=O)n2C)cc1OC	-2%	0%[46.1 µM]	1%	0	0	-2%	7%	12	17	2%
CCc1ccc(C(=O)NC(CC(C)C)C(=O)O)cc1 (centres undefined)	0%	1%	-1%	-11	-1	16%	10%	12	12	4%
O=C(COC(=O)c1cc2ccccc2oc1=O)Nc1cccc(Br)c1	4%	-2%	-6%	12	-2	-13%	12%	-2	1	0%
O=C(NCCN1CCOCC1)c1cc2ccccc2o1	1%	-2%	.	-3	-1	9%	?	14	-6	1%
CCNC(=S)N(CCCN(CC)CC)Cc1cc2cc3c(cc2[nH]c1=O)OCO3	1%	-7%	4%	2	-1	3%	8%	-1	0	-1%
CCc1ccccc1NC(=O)Cn1nnc(-c2cccnc2)n1	-3%	0%	5%	0	-1	-2%	-4%	-12	-5	1%
COc1ccccc1-n1nnnc1SCC(=O)Nc1oc(C)c2c(C)n[nH]c(=O)c12	-2%	-6%	-3%	6	-2	-9%	1%	5	17	-11%
COc1cc(CN2CCC(C)CC2)ccc1OCc1ccccc1	-5%	-8%	-6%	29	-4	4%	-2%	14	-14	0%
COc1nc(C)c2cc(C)oc2n1	-4%	5%[46.1 µM]	4%	4	-2	2%	-3%	7	2	6%
COc1cc(OC)cc(-c2c(-c3cccs3)c3cc(-c4ccn[nH]4)ccc3n2C)c1	?	-1%	-1%	4	-1	5%	?	26	-3	-3%
CC(C)c1ccc(NC(=O)CN2C(=O)NC(Cc3c[nH]c4ccccc34)C2=O)cc1 (centres undefined)	-1%	1%	-9%	1	0	5%	-8%	27	-11	-2%
Cc1nnc(CN(C)C(=O)c2cc(COc3ccc(F)cc3Cl)on2)o1	-1%	6%	-1%	2	2	5%	?	7	.	2%
NC(=O)c1nsc(C(=O)N(Cc2ccc(F)cc2)C(C(=O)NCC2CCCO2)c2ccc(F)cc2)c1N (centres undefined)	-10%	-23%	7%	1	3	-16%	25%	-8	-5	0%
O=C(Oc1ccc(C(=S)N2CCOCC2)cc1)c1ccc(Br)cc1	1%	-4%[46.1 µM]	-3%	2	1	14%	-1%	1	1	1%
O=C(CSc1nc2ccccc2c(=O)n1CC1CCCO1)Nc1ccccc1 (centres undefined)	0%	1%	6%	9	?	-2%	?	0	2	1%
CCOc1ccc(NC(=O)NCCN2CCN(c3cccc(C)c3C)CC2)cc1	-27%	7%	-2%	36	0	0%	?	17	-89*	0%

# One compound at a time, as listed above. Values in the order: Mito fusion act | TCR act | A-T KAP1 phos | hERG WT inh | TRPV1 agonist | Eya2 inh | ELG1 repair inh | TSHR antag | KCNH2 3.1 inh | USP2a inh
# Results for NC(=O)c1nsc(C(=O)N(Cc2ccc(F)cc2)C(C(=O)NCC2CCCO2)c2ccc(F)cc2)c1N (centres undefined) → -10% | -23% | 7% | 1 | 3 | -16% | 25% | -8 | -5 | 0%
# Results for COc1nc(C)c2cc(C)oc2n1 → -4% | 5%[46.1 µM] | 4% | 4 | -2 | 2% | -3% | 7 | 2 | 6%

# More structures
compound	Mito fusion act	TCR act	A-T KAP1 phos	hERG WT inh	TRPV1 agonist	Eya2 inh	ELG1 repair inh	TSHR antag	KCNH2 3.1 inh	USP2a inh
O=C(CCc1ccccc1)Nc1ccnn1C1CCN(C/C=C/c2ccccc2)CC1	-9%	-4%	0%	22	-1	-3%	1%	-2	?	4%
CCN(CC(=O)Nc1cccc(S(N)(=O)=O)c1)Cc1nc2ccccc2c(=O)[nH]1	2%	0%	4%	-8	0	-4%	-1%	7	6	0%
O=C(Cn1cc(C(F)(F)F)ccc1=O)N/N=C/c1ccccc1O	4%	11%	12%	1	1	7%	18µM*	-3	-9	1%
Cc1ccc(N(CC(=O)NCCc2ccccc2)C(=O)CCC(=O)Nc2cc(C)ccn2)cc1	-4%	0%	8%	-11	0	-8%	-1%	7	1	-5%
